Compound activity: PubChem BioAssay, Broad Institute
LGR2 antag = inhibitors of bursicon-induced LGR2 CRE-luciferase signal, primary screen, cell-based, HEK293, CRE-luciferase reporter, bursicon stimulation | Drosophila bursicon receptor LGR2 (rickets) | bursicon-stimulated, 4 h | inhibition, % at 9.99 µM | hit rate 0.35% among 380,000;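 active = drop in luminescence signal, shown as inhibition above about 50% in the replicate tests, limit read from the data, passing the limit was not always enough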;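 also: agonist challenge used bursicon conditioned medium at about half maximal strength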
C2C12 statin = suppressors of statin myotoxicity in C2C12 myotubes, primary screen, cell-based, single point, plate reader; C2C12 myotubes + simvastatin, ATP luminescence, 48 h; scaled: DMSO 0, geranylgeraniol control 100; rescue of ATP level, % at 7.49 µM; hit rate 0.78% among 330,000; AID 602340, 2012;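 active = mean ATP rescue above about 67%, or every replicate alone reaching that limit, limit read from the data, passing the limit was not always enough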;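 also: myotubes were challenged with 10 µM simvastatin during compound exposure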
S100A4 MyoIIA = inhibitors of S100A4-myosin IIA peptide binding, primary screen, biochemical, fluorescence polarization, TAMRA-MyoIIA peptide; hit rate 0.14% among 360,000; Protein S100-A4 (Homo sapiens), P26447; inhibition, % at 10.7 µM; AID 652163, 2013;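 active = mean inhibition of at least 70% across replicates, with every replicate also reaching that level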
Target sequence (P26447 whole entry, looked up): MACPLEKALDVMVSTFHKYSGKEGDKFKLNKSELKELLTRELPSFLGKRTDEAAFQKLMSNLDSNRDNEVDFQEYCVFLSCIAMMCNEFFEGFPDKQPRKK
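Test system – S100A4 monomer (human) · Compound – single-point compound testing · Schedule – 5 min incubation before reading · Probe or stimulus – TAMRA-labelled myosin IIA heavy-chain peptide probe, 5 nM · Benchmarks – neutral control DMSO, positive control TFP · Medium – Calcium-containing HEPES buffer, pH 7.2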
esBAF inh = Bmi1 luciferase reporter increase in mESCs, primary screen, esBAF inhibitor project, mouse ES cells, Bmi1 luciferase knock-in, single point | AID 602393, 2012 | hit rate 2% among 350,000 | 24 h; 100% = twice the neutral-well signal | reporter increase, % at 12.5 µM; in the data active = activation above about 40%;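 also: 0% = median of the plate's neutral control wells and 100% = double that signal; a rise in the Bmi1 reporter signal indicates esBAF inhibition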
SIRT5 inh = SIRT5 desuccinylase inhibitors, primary screen, biochemical, fluorescence imaging, single point, set 5; Purified SirT5, succinyl-peptide AMC, trypsin-coupled fluorescence; inhibition, % at 15 µM; hit rate 1.1% among 330,000; AID 652115, 2013; in the data active = inhibition above about 15%
Target sequence (Q9NXA8 whole entry, looked up): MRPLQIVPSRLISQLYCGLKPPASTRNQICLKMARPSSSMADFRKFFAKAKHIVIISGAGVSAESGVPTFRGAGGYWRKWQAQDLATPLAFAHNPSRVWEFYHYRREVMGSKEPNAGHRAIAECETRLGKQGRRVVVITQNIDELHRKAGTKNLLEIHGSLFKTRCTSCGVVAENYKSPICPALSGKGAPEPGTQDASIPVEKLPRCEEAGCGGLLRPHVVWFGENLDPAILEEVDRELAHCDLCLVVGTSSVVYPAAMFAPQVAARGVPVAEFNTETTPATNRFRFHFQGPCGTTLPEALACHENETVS
FN deposition inh = inhibitors of fibronectin matrix deposition, primary screen, AH1F cells, Alexa488-fibronectin fluorescence, plate reader; AH1F fibroblasts, overnight; inhibition, % at 12.6 µM; hit rate 0.086% among 350,000;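 active = mean inhibition across replicates of 30% or more, regardless of how many single replicates reach that level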;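 also: positive control wells lacked labelled fibronectin entirely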
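Measured by – fluorescence 485/525 nm · System – AH1F fibroblast monolayer, labelled fibronectin deposition · Amount – 10000 cells per well · Buffer or medium – serum-reduced DMEM (2% serum) · Doses – single dose, pinned · Also added – fluorescent fibronectin at 24 nM final · Schedule – 1 h cell attachment, overnight exposure to compound and label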
CASP6 VEID inh = human caspase-6 inhibitors, primary screen, biochemical, VEID-R110 fluorescence, single point, set 2 | AID 686996, 2013 | purified caspase-6, Z-VEID-R110 cleavage fluorescence | hit rate 0.53% among 350,000 | inhibition, % at 12.5 µM;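 active = mean inhibition across replicates at least about 35%, with every replicate also reaching that limit, limit read from the data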;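 also: 0% = median of neutral control wells and 100% = no fluorescence left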
Target sequence (P55212 24-179 limits assumed): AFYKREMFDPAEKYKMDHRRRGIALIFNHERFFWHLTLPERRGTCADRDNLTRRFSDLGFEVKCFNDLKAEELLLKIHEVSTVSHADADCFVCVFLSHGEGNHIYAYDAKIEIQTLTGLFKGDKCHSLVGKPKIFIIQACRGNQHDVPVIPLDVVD
Target sequence (P55212 194-293 limits assumed): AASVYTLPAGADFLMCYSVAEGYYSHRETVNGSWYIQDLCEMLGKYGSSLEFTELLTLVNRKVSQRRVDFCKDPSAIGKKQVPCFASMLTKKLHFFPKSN
An asterisk follows results filed as active; . = no result given; & = joins results of further samples. Some of the compounds tested, so the mix of outcomes need not match the whole.

Values in the order: C2C12 statin	FN deposition inh	SIRT5 inh	CASP6 VEID inh	esBAF inh	S100A4 MyoIIA	LGR2 antag
CC(C)C[C@H]1CNC(=O)C(=O)N1CC1CCN(CCC(C)(C)C)CC1
 : 8	-2	-2	-3	-3	-1	-14
O=C(NCc1ccncc1)c1ccc(OCc2ccccc2)cc1
 : 3	-7	.	36*	5	2	-4
Cc1c(Cl)c([N+](=O)[O-])nn1CCCC(=O)Nc1sc2c(c1C#N)CCC2
 : .	.	-3	19	.	-1	-3
COc1ccc(NC(=O)N(C)C[C@@H]2Oc3c(cccc3N(C)C)C(=O)N([C@@H](C)CO)C[C@H]2C)cc1
 : 9	.	-6	.	-2	-7	-15
O=C(Nc1ccc2c(c1)[C@H]1C[C@H](CC(=O)N3CCCCC3)O[C@@H](CO)[C@H]1O2)C1CCC1
 : 2	5	2	-7	-7	-3	-2
COC(C/C=C\C(=O)[C@H](C)OCc1ccccc1)OC
 : 4	-4	0	2	0	0	4
O=C(Nc1ccccc1)c1nnn(Cc2ccccc2)c1NC(=O)C(F)(F)F
 : 26	-11	.	.	56*	.	.
O=C(NCc1cccc(C(F)(F)F)c1)c1csc([C@H]2C[C@H](O)[C@@H](CO)O2)n1
 : -5	.	-2	-1	-8	4	-9
CC(C)NC(=O)Nc1cccc2c1O[C@H](CN(C)Cc1ccc3c(c1)OCO3)[C@@H](C)CN([C@@H](C)CO)C2=O
 : .	4	-2	-4	.	-39	13
COc1ccc(-c2noc(COc3ccc(C)c(C)c3)n2)cc1OC
 : 19	-11	.	.	12	.	.
Cc1ccccc1S(=O)(=O)N1CC[C@@H]2[C@H]1c1cc(-c3ccccc3)ccc1N[C@@H]2CO
 : -8	7	14	-1	-3	0	5
Cc1cc(O)c(C(C)C)cc1N=Cc1ccccc1O
 : .	3	-4	3	.	0	4
C[C@H](CO)N1C[C@H](C)[C@H](CN(C)S(C)(=O)=O)Oc2ccc(NC(=O)Cc3ccccc3)cc2CC1=O
 : 16	.	-3	0	0	1	-2
S=C(NCCc1ccccn1)Nc1ccccc1
 : .	-6	-1	1	.	2	-28
CCc1nc2c(OCC(=O)C(C)(C)C)cccn2c1N(C)C(=O)c1ccc(C)cc1
 : -5	-3	2	5	0	-1	2
C[C@H]1CN([C@@H](C)CO)C(=O)c2cccc(NC(=O)Nc3ccc4c(c3)OCO4)c2O[C@@H]1CN(C)C(=O)Nc1cccc2ccccc12
 : 46	.	9	-3	1	5	-10
CCOc1cccc(C(=O)Nc2ccc3oc(Cc4ccc(Cl)cc4)nc3c2)c1
 : 12	.	4	0	1	-5	16
CN(C)S(=O)(=O)c1cc(C(=O)O)c(NC2CCCCC2)cc1Cl
 : -2	5	.	.	-9	.	0
O=C(NCc1ccccc1)C(c1cccs1)N(C(=O)c1csnn1)C1CC1 (stereo not given)
 : 5	-4	.	.	11	.	.
O=[N+]([O-])c1cc(S(=O)(=O)N2CCCC2)ccc1N/N=C1/CCCc2ccccc21
 : .	-13	-6	1	.	0	-12

Records listed so far marked active in CASP6 VEID inh:
SMILES	SIRT5 inh	CASP6 VEID inh	esBAF inh	S100A4 MyoIIA	LGR2 antag
O=C(NCc1ccncc1)c1ccc(OCc2ccccc2)cc1	.	36*	5	2	-4

Following part.
Values in the order: C2C12 statin	FN deposition inh	SIRT5 inh	CASP6 VEID inh	esBAF inh	S100A4 MyoIIA	LGR2 antag
NC(=O)CSc1ccc(S(=O)(=O)N2CCCCC2)cn1
 : -2	10	-1	-2	4	0	6
CN(C)CC#Cc1cncc(C(=O)NNC(=O)Nc2ccc(Cl)cc2)c1
 : -2	-1	3	-3	9	-4	1
O=C(/C=C/c1ccco1)NCc1ccco1
 : .	2	-2	5	.	0	-4
CCOC(=O)C1CCCN(Cc2nc3ccc([N+](=O)[O-])cc3c(=O)n2-c2ccc(OC)cc2OC)C1 (stereo not given)
 : -4	-10	-1	0	13	9	-4
CC=Cc1ccc2n(c1=O)C[C@@H]1[C@@H](CO)[C@H](C(=O)NC3CCC3)N[C@H]21 (mixture of isomers)
 : -30	.	-7	-1	1	6	-6
C=C(C)COc1ccc2c(C)c(CCC(=O)NC3CC3)c(=O)oc2c1
 : .	1	-37	5	.	1	-6
Nc1c(S(=O)(=O)c2cc(Cl)ccc2Cl)c2nc3ccccc3nc2n1CCN1CCOCC1
 : 3	7	.	.	0	.	14
O=C(Cc1ccc(S(=O)(=O)N2CCOCC2)s1)OCc1ccc(Cl)cc1
 : 5	-1	-4	1	-8	-10	-6
COCC(=O)Nc1ccc2c(c1)C(=O)N(C)C[C@@H](OC)[C@@H](C)CN(C(=O)c1ccccc1F)[C@@H](C)CO2
 : -12	-27	0	0	3	-51	-5
COc1cc2c(cc1OC)CN(C(=O)CCN1C(=O)C3CCCCC3C1=O)CC2 (stereo not given)
 : .	-13	-3	0	.	4	-2

Three compounds from above, arranged by the number in CASP6 VEID inh, lowest first.
mol,CASP6 VEID inh
CN(C)CC#Cc1cncc(C(=O)NNC(=O)Nc2ccc(Cl)cc2)c1,-3
CCOC(=O)C1CCCN(Cc2nc3ccc([N+](=O)[O-])cc3c(=O)n2-c2ccc(OC)cc2OC)C1 (stereo not given),0
O=C(/C=C/c1ccco1)NCc1ccco1,5

(continued)
Values in the order: C2C12 statin	FN deposition inh	SIRT5 inh	CASP6 VEID inh	esBAF inh	S100A4 MyoIIA	LGR2 antag
CC(C)C#Cc1cnc2c(c1)C(=O)N([C@H](C)CO)C[C@H](C)[C@@H](CN(C)C(=O)c1ccccc1)O2
 : -9	.	1	-2	-3	-15	-3
CCOC(=O)Nc1ccc2c(c1)N(C(=O)OCCN(C)C)c1ccccc1CC2
 : 0&-6	3&-8	-2	-2&-1	6&-5	-1&-3	11&-6
Cc1ccc(N2C(=O)SC(Cc3ccccc3)C2=O)cc1 (stereo not given)
 : 7	-7	.	-1	14	1	-27
CC(=O)C[C@@H](O)CC(=O)[C@@H]1OC(=O)CCCCC/C=C/Cc2ccccc21
 : 92*	0	24*	-1	3	-11	1
NC(=O)c1ccccc1NC(=O)CCc1ccccc1
 : 0	.	-6	-2	48*	-1	-11
Cc1cc(C(=O)NN=Cc2ccc(OC(=O)c3ccco3)cc2)c(C)o1
 : .	-19	0	1	.	-1	-32
CCCOC(=O)C1=C(C)NC2=C(C(=O)CCC2)C1c1cc(OC)ccc1OC (stereo not given)
 : 4	4	.	.	5	.	.
CC(=NNc1ccc([N+](=O)[O-])cn1)c1ccccc1
 : -3	2	-1	1	88*	-3	-23
CC(C)NC(=O)c1onc(CSc2ccc(Cl)cc2)c1C(=O)NC(C)C
 : 8	3	.	.	-5	.	1
COc1ccc2nc3ccccc3nc2c1NC(=O)c1ccc(Cl)cc1Cl
 : -26	-4	.	.	-6	.	-1
COc1ccc(-n2cnnc2SCC(=O)NC2CCCCC2)cc1
 : -1	-12	-1	-1	-6	0	.
O=C(C1CCCCC1)N1C[C@@H]2[C@H](c3ccccc31)[C@H](CO)N2C(=O)c1ccccc1
 : -5	6	-5	-2	5	8	15
O=C(Cc1ccccn1)N1CC(=O)N2[C@H](CO)[C@H](c3ccc(C#CCC4CCCC4)cc3)[C@@H]2C1
 : .	-11	1	2	.	-2	-4
O=C(Cn1cnc([N+](=O)[O-])n1)N/N=C/c1cccc(Cl)c1
 : .	5	-3	5	.	2	6
Nc1nnnn1/N=C/c1ccc(F)cc1
 : 3	2	-5	-2	6	-1	-3
O=C(CN1CCOCC1)N[C@H]1CC[C@H](CCNC(=O)C2CCCCC2)O[C@H]1CO
 : -3	20	9	-3	5	-3	19
COc1ccccc1-c1cn(CC[C@@H]2CC[C@@H](NS(=O)(=O)c3ccccc3C)[C@H](CO)O2)nn1
 : 1	1	0	1	8	3	5
O=C(C[C@H]1CC[C@@H]2[C@H](COC[C@@H](O)CN2CC2CCOCC2)O1)NCc1ccc(Cl)cc1
 : 10	-5	0	-1	-4	12	-4
C[C@@H]1CN([C@H](C)CO)C(=O)c2cc(NC(=O)Nc3ccc(C(F)(F)F)cc3)ccc2O[C@@H](C)CCCCO[C@H]1CN(C)C(=O)C1CCCCC1
 : .	.	-3	2	-5	-3	-1
C=CCOC(=O)C(=O)/C=C/c1coc2ccccc2c1=O
 : -2	6	-2	-1	-5	3	-5
Cc1noc(C)c1NC(=O)Nc1ccc2c(c1)C(=O)N([C@@H](C)CO)C[C@H](C)[C@H](CN(C)CC1CCCCC1)O2
 : 14	-7	2	1	-4	11	4
CC(C)[C@@H](N)C(=O)NC[C@H]1O[C@@H](n2cnc3c(=O)[nH]c(N)nc32)[C@H](O)[C@@H]1O
 : -2	2	-1	3	0	1	-9
CCN1C(=O)[C@H]2[C@H]3CN=C(SCc4ccc(C(=O)OC)cc4)N3[C@@](C)(C(=O)OC)[C@H]2C1=O
 : 2	0	-1	1	-3	2	1
Brc1ccc(-c2cn3c(n2)SCC3)cc1
 : -6	0	-1	-2	58*	3	.
O=C(/C=C/c1ccccc1)COC(=O)c1ccccc1
 : -5	5	.	2	.	-3	8
O=[N+]([O-])c1ccc(-c2cc(-c3ccncc3)nc3ccc4ccccc4c23)cc1
 : -26	.	1	-3	-5	2	13
C[C@@H]1CN([C@@H](C)CO)C(=O)c2cccc(NC(=O)C3CC3)c2O[C@H]1CN(C)C(=O)Nc1ccc(C(F)(F)F)cc1
 : -1	.	-2	-4	1	10	-9
C=CCOC(=O)c1oc(COC[C@@H](NC(=O)N(C)Cc2ccccc2)c2ccccc2)c(C(=O)OC)c1C(=O)OC
 : .	.	0	-2	.	-17	.
C[C@@H]1CN([C@@H](C)CO)C(=O)c2cc(NS(=O)(=O)c3cccs3)ccc2O[C@H]1CN(C)Cc1ccc(C(=O)O)cc1
 : .	-4	-6	-2	-4	-14	2
O=C1CC(N2CCN(c3ccccc3)CC2)C(=O)N1c1cccc(Br)c1 (stereo not given)
 : 17	-1	-3	-2	-6	0	-2
Cc1noc(C)c1S(=O)(=O)N(C)C[C@H]1OCCCC[C@@H](C)Oc2ccc(NS(=O)(=O)c3ccc(F)cc3)cc2C(=O)N([C@H](C)CO)C[C@@H]1C
 : .	-9	.	.	-8	.	7
COc1ccc(NS(=O)(=O)/C=C/c2ccc(OC)c(OC)c2)cc1
 : .	8	3	29	.	-2	-11
COc1cc(Cl)c(C)cc1NC(=O)CN1C(=O)C2CC=CCC2C1=O (stereo not given)
 : 1	7	-1	1	3	3	10
O=C1CCCN1CC(=O)N1CCCC(N2CCN(c3cccc(Cl)c3)CC2)C1 (stereo not given)
 : 2	6	-2	-6	9	0	-4
CN(C)CCCN=c1cc(-c2ccccc2)oc2ccc(Cl)cc12
 : .	8	-1	-27	.	-1	-106
CCN(CC)c1ccc(/C=N/NC(=O)c2c(-c3ccccc3)noc2C)cc1
 : 8	5	-1	-2	-10	-18	-3
Cc1ccnc(NC(=O)CCCc2c[nH]c3ccccc23)c1
 : -5	3	-3	2	16	0	0
COc1ccc(-c2noc(CCC(=O)NC3CCCCC3)n2)cc1OC
 : 1	-16	.	.	-1	.	.
CC(C)CCNC(=O)Cn1cc2c(n1)CCCCC2
 : -10	-30	-6	1	14	-7	-12
COc1ccc(CCC(=O)NCCS(=O)(=O)N2CCN(c3ccccc3)CC2)cc1
 : -6	3	2	-4	5	0	5
COc1ccc(S(=O)(=O)N2CCCC(C(=O)NC3CC3)C2)cc1Cl (stereo not given)
 : 16	-1	-5	-3	-7	0	-4
Cc1ccccc1C(=O)N1CCC(C(=O)Nc2ccc(C)c(S(=O)(=O)N3CCCCC3)c2)CC1
 : 10	1	-4	5	-27	-12	6
C=CCOc1c(Br)cc(CNn2c(C)n[nH]c2=S)cc1OCC
 : -3	3	0	6	-3	-4	-3
Cc1ccc(OCc2nc(-c3cccs3)no2)c([N+](=O)[O-])c1
 : .	-5	-3	-2	.	3	16
